# Compound activity deposited in PubChem BioAssay by several laboratories.
# Rac1 act GTP bind: modulators of GTP binding to human Rac1 activated mutant; AID 764; GST-Rac1 activated beads, fluorescent GTP binding, flow cytometry; actives lie on both sides; 100% means binding = to untreated wells; hit rate 0.11% among 190,000; percent activity (GTP binding), % at 10 µM; P63000;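 active means GTP binding at least 20 percentage points away from the 100% baseline, in either direction, so actives lie on both sides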
# GSH bead fluor: GSH bead compound fluorescence profile | GSH beads flow cytometry, compound fluorescence 488/530 nm; stronger effect = higher value | fluorescence (KMESF) at 10 µM | hit rate 0.25% among 190,000; in the data active means fluorescence above about 89;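 further: glutathione beads carrying GST-tagged Bcl family fusion proteins plus one bare bead set; values are compound well signal with DMSO vehicle wells as background; inactives centre near 16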
# ABCB1 block: inhibitors of human ABCB1 transporter, ABCG2 counter-screen | P08183 | CCRF-Adr cells, JC-1 efflux, flow cytometry | inhibition, % at 6.6 µM | hit rate 0.067% among 190,000 | AID 1326; in the data active means inhibition above about 40%;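 further: 0% = vehicle and 100% = reference inhibitor; higher value means more JC-1 retained so stronger ABCB1 efflux block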
# Rac1 wt modul: alters GTP binding to wildtype human Rac1; GST-Rac1 beads, fluorescent GTP binding, flow cytometry; actives lie on both sides; 0 = cold GTP competed, 100 = untreated; P63000; hit rate 0.27% among 190,000; GTP binding activity (% of control), % at 10 µM;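 active means GTP binding activity at least 20 points away from the 100% control level, either lower or higher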
# Avidin fluor: avidin bead compound fluorescence profile; fluorescence (KMESF) at 10 µM; Avidin beads, compound fluorescence 488/530 nm, flow cytometry; stronger effect = higher value; AID 1775; hit rate 0.38% among 220,000; in the data active means fluorescence above about 47; further: inactives centre near 10
# ABCG2 block: human ABCG2 inhibition, ABCB1 as counter-screen | hit rate 0.1% among 190,000 | inhibition, % at 6.6 µM | IgMXP3 cells, JC-1 efflux, flow cytometry | AID 1325;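 active means inhibition above 80%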;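 further: 0% = DMSO and 100% = nicardipine control wells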
# Target sequence (Q9UNQ0 whole entry, looked up): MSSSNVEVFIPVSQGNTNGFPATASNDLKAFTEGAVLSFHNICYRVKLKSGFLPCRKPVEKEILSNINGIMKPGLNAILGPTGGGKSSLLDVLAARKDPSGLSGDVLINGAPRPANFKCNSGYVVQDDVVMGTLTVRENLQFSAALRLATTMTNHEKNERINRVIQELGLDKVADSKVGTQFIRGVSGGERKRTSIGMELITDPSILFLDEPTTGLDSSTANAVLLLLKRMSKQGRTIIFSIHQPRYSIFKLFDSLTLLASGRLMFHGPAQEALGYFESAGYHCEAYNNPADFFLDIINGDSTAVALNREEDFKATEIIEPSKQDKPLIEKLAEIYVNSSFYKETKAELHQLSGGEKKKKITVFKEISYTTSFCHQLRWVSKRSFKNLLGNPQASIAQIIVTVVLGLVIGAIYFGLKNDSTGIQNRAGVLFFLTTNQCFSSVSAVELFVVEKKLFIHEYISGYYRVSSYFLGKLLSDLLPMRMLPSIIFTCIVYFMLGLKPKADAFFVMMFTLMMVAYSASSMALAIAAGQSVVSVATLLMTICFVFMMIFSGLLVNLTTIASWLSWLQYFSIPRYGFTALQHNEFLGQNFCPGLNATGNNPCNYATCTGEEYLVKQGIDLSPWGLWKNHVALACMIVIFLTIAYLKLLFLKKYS
#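 Test system: IgMXP3 (ABCG2) plus far-red-tagged CCRF-Adr (ABCB1) cells / Amount: 3 million cells/mL in well / Reagent: JC-1 transporter substrate / Timing: 10 min compound exposure, 25 °C / Signal: flow cytometry, 530 nm JC-1 signal / Read-out: percent efflux inhibition, scaled nicardipine 100% to DMSO 0% / Benchmarks: nicardipine as high control, DMSO as low control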
# Cdc42 wt GTP: human Cdc42 wildtype GTP binding change, either direction; GST-Cdc42 beads, Bodipy-GTP binding, flow cytometry; actives lie on both sides; P60953; AID 761; percent activity (GTP binding), % at 10 µM; hit rate 0.2% among 190,000;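 active means percent activity GTP binding at least 20 points away from the 100% baseline, either down as inhibitor or up as activator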;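 further: median bead fluorescence of bound Bodipy-FL-GTP at 100 nM; 0% = excess unlabeled GTP control and 100% = no compound control; below 100% means less GTP binding so inhibitor and above means activator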
# Target sequence (P60953 whole entry, looked up): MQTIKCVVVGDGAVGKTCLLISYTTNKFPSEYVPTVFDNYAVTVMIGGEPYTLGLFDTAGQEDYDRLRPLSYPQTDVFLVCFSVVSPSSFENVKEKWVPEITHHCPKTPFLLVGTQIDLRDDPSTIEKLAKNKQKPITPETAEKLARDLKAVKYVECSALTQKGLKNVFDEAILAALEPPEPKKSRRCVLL
# Pf gametocyte: inhibitors of late stage P. falciparum gametocyte viability; P. falciparum stage V gametocytes, ATP luminescence, 24 h; inhibition, % at 10.9 µM; AID 743093; hit rate 0.065% among 150,000;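 active means inhibition above the mean plus 3 SD of compounds within the control limits, set per campaign, cut at about 38% in these data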;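 further: 0% = DMSO wells and 100% = medium only without gametocytes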
# Rab7 wt modul: alters GTP binding to wildtype dog Rab7. GST-Rab7 beads, fluorescent GTP binding, flow cytometry; actives lie on both sides; untreated = 100%, excess cold GTP = 0%. GTP binding activity (percent of control), % at 10 µM. hit rate 0.055% among 190,000. AID 758;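 active means fluorescent GTP binding to Rab7 beads changed by at least 20 points from the 100% baseline, either direction, mostly lower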;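 further: median green fluorescence of bound Bodipy-FL-GTP per Rab7 bead population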
# HRas wt GTP: human HRas wildtype GTP binding, change in either direction; AID 759; GTP binding activity, % at 10 µM; P01112; GST-Ras wt beads, Bodipy-FL-GTP binding, flow cytometry; actives lie on both sides; hit rate 0.14% among 190,000;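 active means GTP binding activity at least 20% away from the 100% baseline, either lowered as inhibitor or raised as activator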;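 further: 0% = unlabeled GTP competition control and 100% = no-compound control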
# Target sequence (P01112 whole entry, looked up): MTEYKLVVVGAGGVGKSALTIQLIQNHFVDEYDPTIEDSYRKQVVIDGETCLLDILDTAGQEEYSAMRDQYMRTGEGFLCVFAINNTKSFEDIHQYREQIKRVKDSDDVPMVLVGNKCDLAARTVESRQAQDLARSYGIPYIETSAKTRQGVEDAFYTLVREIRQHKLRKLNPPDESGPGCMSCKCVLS
# Rab2A wt mod: changes GTP binding to wildtype dog Rab2A, up or down | GST-Rab2 wt beads, Bodipy-GTP binding, flow cytometry | GTP binding activity, % at 10 µM | hit rate 0.19% among 190,000 | AID 760;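 active means GTP binding activity at least 20 points away from 100%, either lowered or raised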;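 further: 0% = beads with excess unlabeled GTP and 100% = no-compound control corrected for plate trend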
# The depositor's hits bear a star; / = not tested or not shown.
SMILES,Rac1 act GTP bind,GSH bead fluor,ABCB1 block,Rac1 wt modul,Avidin fluor,ABCG2 block,Cdc42 wt GTP,Pf gametocyte,Rab7 wt modul,HRas wt GTP,Rab2A wt mod
CS(=O)(=O)Nc1ccc(S(=O)(=O)Nc2nccs2)cc1,101.0,5,-0.1,105.0,10,-0.2,103.0,/,97.0,102.0,100.0
C/C(CCc1ccccc1)=N\NC(=O)C(=O)Nc1cccc(Cl)c1,96.0,13,0.0,99.0,10,-0.4,102.0,-9.5,105.0,98.0,100.0
Cc1ccc2c(c1)C(C)(C)[C@]1(C)NC(=O)CCN21,100.0,72,0.0,103.0,7,0.0,103.0,/,97.0,102.0,102.0
Cc1cc(C)c(C)c(OCCOCCN2CCOCC2)c1,97.0,13,0.2,99.0,34,0.9,99.0,/,96.0,100.0,96.0
CC1CC(C)CN(CC(=O)N2c3ccccc3CCc3ccccc32)C1 (stereo not given),95.0,17,1.2,94.0,28,2.3,97.0,/,92.0,94.0,97.0
CC12CN3CC(C)(CN(C1)C3c1ccccc1)C2O (stereo not given),96.0,11,-0.1,99.0,14,-1.1,96.0,-17.2,106.0,98.0,99.0
COCCNC(=S)N/N=C(\C)c1ccc(Cl)c(Cl)c1,96.0,12,0.3,101.0,13,11.8,96.0,3.9,106.0,98.0,97.0
COc1ccc(OC)c(N(CC(=O)Nc2ccc3c(c2)OCCO3)S(C)(=O)=O)c1,100.0,16,0.5,107.0,30,2.9,100.0,/,98.0,101.0,99.0
CCCCCCCCNC(=O)c1cccnc1SCC(=O)Nc1ccccc1OC,94.0,5,5.0,96.0,18,92.5*,94.0,18.9,97.0,95.0,93.0
O=C(c1ccccc1)c1ccc2nc[nH]c2c1,96.0,29,0.6,99.0,12,5.2,102.0,0.0,97.0,99.0,99.0
COc1ccc2nc(C)cc(Nc3ccccc3O)c2c1,95.0,8,-0.3,94.0,8,5.0,94.0,15.5,95.0,94.0,97.0
O=C1c2cccnc2C(O)N1C1CCCCC1 (stereo not given),104.0,9,0.5,109.0,16,2.5,108.0,/,101.0,104.0,101.0
C[C@@H]1C=C(C(=O)N2CCN(Cc3ccc4c(c3)OCO4)CC2)O[C@H](OCCCCO)C1,96.0,19,0.4,99.0,6,0.4,95.0,19.8,104.0,98.0,99.0
Cc1ccc(/C=C/C(=O)Nc2nccs2)o1,98.0,17,0.2,99.0,12,13.5,101.0,-14.1,96.0,94.0,95.0
O=C(NCCCCc1ccccc1)c1ccccc1,96.0,8,0.6,99.0,21,3.6,98.0,8.5,97.0,93.0,97.0
CC(Oc1cc(F)ccc1[N+](=O)[O-])C(=O)Nc1ccc(S(=O)(=O)N2CCCC2)cc1 (stereo not given),89.0,13,-0.2,87.0,7,1.4,87.0,-0.7,97.0,91.0,93.0
Cc1ccccc1C(=O)Nc1ccccc1,98.0,34,-0.1,103.0,19,5.9,101.0,/,102.0,101.0,102.0
CC1CCC(C(C)C)C(OC(=O)C[n+]2cc(-c3ccc(Cl)cc3)n3c2CCCCC3)C1 (stereo not given),95.0,21,0.2,99.0,9,0.2,96.0,-6.3,97.0,97.0,96.0
CCOc1ccccc1C(=O)Nn1c(C2CCC2)nc2ccccc2c1=O,95.0,23,1.6,96.0,14,11.7,96.0,10.2,93.0,95.0,95.0
FC(F)(F)c1cnc(N2CCC(=NOCc3ccc(Cl)cc3)CC2)c(Cl)c1,95.0,11,0.3,94.0,20,1.8,97.0,1.4,100.0,98.0,99.0
COCCNC(=O)c1onc(CCl)c1C(=O)OC,98.0,23,0.0,98.0,10,0.3,101.0,-28.8,99.0,102.0,100.0
COc1ccc(N2C(=O)C(Cl)=C(Nc3ccc(OC)cc3OC)C2=O)cc1,93.0,9,1.2,90.0,14,24.6,94.0,-6.3,91.0,93.0,95.0
Cc1cccc(NC(=O)COc2ccc(Br)cc2)n1,100.0,26,0.4,97.0,12,3.1,96.0,3.5,101.0,98.0,99.0
COc1cccc(NC(=O)N2CCCC2C(=O)NCc2ccccc2F)c1 (stereo not given),97.0,13,1.2,100.0,7,3.6,103.0,/,98.0,100.0,101.0
O=C(N[C@@H](c1ccccc1)[C@@H]1C[C@H]1C(=O)NCc1ccccn1)OCc1ccccc1,100.0,17,2.5,104.0,10,10.4,99.0,-43.9,98.0,101.0,99.0
# (listing goes on)
SMILES,Rac1 act GTP bind,GSH bead fluor,ABCB1 block,Rac1 wt modul,Avidin fluor,ABCG2 block,Cdc42 wt GTP,Pf gametocyte,Rab7 wt modul,HRas wt GTP,Rab2A wt mod
O=C(CSc1nc2ccc([N+](=O)[O-])cc2[nH]1)NC1CCCCCC1,100.0,20,1.5,102.0,14,44.8,98.0,15.2,102.0,101.0,100.0
COc1cc(/C=C(/C#N)c2nc3ccccc3[nH]2)ccc1OCC(=O)Nc1ccccc1C,98.0,11,-0.4,98.0,21,-1.0,101.0,-6.0,105.0,102.0,102.0
CN(C)c1ccc(/C=N/O)cc1,94.0,11,-0.2,97.0,8,-2.8,97.0,-8.6,99.0,97.0,97.0
O=C(CNCCO)N1CCc2ccccc21,94.0,11,0.1,96.0,35,0.0,98.0,13.8,96.0,98.0,94.0
COc1ccccc1NC(=O)C(NC(=O)OC(C)(C)C)C(C)OCc1ccccc1 (stereo not given),100.0,26,1.4,101.0,7,8.1,103.0,/,96.0,100.0,101.0
COc1ccc(Cl)c(NCCC(=O)O)c1,100.0,28,0.3,106.0,20,4.7,102.0,-9.5,99.0,100.0,102.0
COc1ccc(-n2c(SCC(=O)c3ccc[nH]3)nnc2-c2ccccc2)cc1,97.0,19,4.4,102.0,6,6.0,98.0,-21.8,94.0,96.0,97.0
CCSc1nnc(NC(=O)C(C)(C(F)(F)F)C(F)(F)F)s1,95.0,47,1.2,95.0,4,5.5,97.0,1.1,94.0,97.0,96.0
Cc1noc(C)c1S(=O)(=O)Nc1ccc(C(=O)NC2CCCCCC2)cc1,98.0,23,1.1,101.0,7,24.2,97.0,8.4,96.0,98.0,99.0
O=C(NCc1ccccc1)NC1(C(=O)N2CCOCC2)CCCCC1,100.0,64,0.0,104.0,6,0.0,102.0,/,99.0,101.0,99.0
CNCC(O)C(O)C(O)C(O)CO (stereo not given),98.0,23,-0.7,100.0,8,0.4,97.0,/,96.0,98.0,96.0
C=CCn1cnc2c(nnn2-c2ccc(Cl)cc2)c1=O,96.0,21,0.5,97.0,22,2.1,98.0,/,105.0,98.0,97.0
O=C(O)CSc1nnc(Cn2nnc3ccccc32)n1CCc1ccccc1,99.0,13,0.1,105.0,10,0.4,100.0,13.2,103.0,102.0,100.0
CC1(C)C(=O)OC(c2c(F)c(F)c(F)c(F)c2F)C2(CCCCC2)C1=O (stereo not given),93.0,25,0.9,88.0,10,4.6,93.0,5.5,99.0,95.0,96.0
Cc1ccc(OP(=O)(Nc2c(C)n(C)n(-c3ccccc3)c2=O)Oc2ccc(C)cc2)cc1,97.0,9,0.1,100.0,12,5.0,98.0,11.6,96.0,98.0,98.0
Cc1ccccc1C(=O)NC1CCN(CC(=O)NCc2cccs2)CC1,97.0,18,0.9,105.0,6,3.6,101.0,/,108.0,99.0,102.0
COCCN1C(=O)N[C@@H](c2ccco2)C(C(C)=O)=C1C,98.0,18,-0.4,106.0,12,-3.6,103.0,-4.0,102.0,103.0,102.0
COc1cc(S(=O)(=O)N2CCCCC2)ccc1NC(C)=O,96.0,10,0.8,105.0,22,2.3,101.0,0.9,100.0,100.0,100.0
O=C(c1cnn(-c2ccccc2)c1)c1ccc2ccccc2c1O,97.0,14,0.2,98.0,33,1.4,99.0,/,96.0,99.0,96.0
CCCCNC(=S)NNC(=O)c1csc2ccccc12,99.0,57,0.3,107.0,14,2.1,105.0,/,103.0,102.0,102.0
CC(C)OC(=O)c1ccc(NC(=O)Cn2c(-c3nonc3N)nc3ccccc32)cc1,99.0,29,1.1,106.0,6,0.8,100.0,/,102.0,104.0,101.0
c1ccc(-c2noc(CC3CCCCC3)n2)nc1,97.0,23,0.2,95.0,9,0.7,96.0,10.1,96.0,95.0,96.0
COc1cc(NC(=O)C2CCCN2C(=O)C2CCC(C)CC2)cc(OC)c1OC (stereo not given),99.0,24,-2.8,103.0,3,-4.6,99.0,/,100.0,100.0,101.0
O=C(NC1CCCCC1)c1ccccc1NC(=O)C1CC(=O)N(c2ccc(Cl)cc2)C1 (stereo not given),96.0,19,0.7,100.0,6,0.0,98.0,12.8,96.0,93.0,98.0
COc1ccccc1NC(=O)Nc1ccccc1Br,97.0,12,0.8,98.0,7,6.0,99.0,-0.7,106.0,100.0,99.0
O=C(Cc1ccccc1)NNC(=O)c1cccs1,92.0,34,0.4,92.0,13,4.8,97.0,-7.8,94.0,96.0,92.0
Cc1cc(Cl)ccc1OCC(=O)Nc1ccccc1N1CCOCC1,102.0,24,-0.5,101.0,8,0.8,102.0,22.7,98.0,101.0,103.0
Cc1ccc(/C=N/NC(=S)NC(C)C)o1,96.0,22,1.0,98.0,23,8.8,95.0,/,99.0,97.0,96.0
CCCCNC(=O)OCC(CC)NC(=O)OC(C)C (stereo not given),94.0,15,0.7,96.0,19,2.2,97.0,10.0,99.0,98.0,98.0
COc1ccc([N+](=O)[O-])c2c(=O)ccoc12,100.0,6,0.3,100.0,3,2.5,98.0,-19.9,99.0,99.0,97.0

# Ordered by SMILES length (smallest number first): 4 of the compounds above.
SMILES,Rac1 act GTP bind,GSH bead fluor,ABCB1 block,Rac1 wt modul,Avidin fluor,ABCG2 block,Cdc42 wt GTP,Pf gametocyte,Rab7 wt modul,HRas wt GTP,Rab2A wt mod
O=C(Cc1ccccc1)NNC(=O)c1cccs1,92.0,34,0.4,92.0,13,4.8,97.0,-7.8,94.0,96.0,92.0
c1ccc(-c2noc(CC3CCCCC3)n2)nc1,97.0,23,0.2,95.0,9,0.7,96.0,10.1,96.0,95.0,96.0
Cc1cccc(NC(=O)COc2ccc(Br)cc2)n1,100.0,26,0.4,97.0,12,3.1,96.0,3.5,101.0,98.0,99.0
COc1ccc([N+](=O)[O-])c2c(=O)ccoc12,100.0,6,0.3,100.0,3,2.5,98.0,-19.9,99.0,99.0,97.0

# Quoted from the listing.
# COc1ccc(Cl)c(NCCC(=O)O)c1 | ABCG2 block: 4.7
# COc1ccc(-n2c(SCC(=O)c3ccc[nH]3)nnc2-c2ccccc2)cc1 | Pf gametocyte: -21.8
# O=C(NC1CCCCC1)c1ccccc1NC(=O)C1CC(=O)N(c2ccc(Cl)cc2)C1 (stereo not given) | Rac1 act GTP bind: 96.0
